From PubChem BioAssay
OPRM1-OPRD1 inv = mu-delta opioid heterodimer inverse agonism; P35372+P41143; cell-based MOR-DOR heterodimer luminescence; inhibition, % at 9.3 µM; hit rate 0.21% among 340,000; in the data active means inhibition above about 22%, passing the limit was not always enough;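 further: 0% = cells with DMSO and 100% = wells without cells with DMSO; values of inactives mirror those of a sister screen read the other way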
PKA-R1A activ = PKA-R1A complex activation; hit rate 0.083% among 340,000; PKA-R1A dissociation, Cy5-IP20 fluorescence polarization; scaled: DMSO 0%, 113 µM cGMP 100%; P00514+P68181; activation, % at 11.4 µM; AID 504707;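 active means percent activation above the mean of all tested compounds plus 3 SD, cut at about 19% in these data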;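 further: higher means more PKAc released from R1A so a rise in polarization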
Ecoli viability = counter-screen for AddAB inhibitors: E. coli growth inhibition; E. coli V3065 growth, OD600 absorbance, 18 h; inhibition, % at 11.9 µM; hit rate 0.27% among 330,000; AID 449728;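 active means inhibition above the campaign's mean inhibition across all tested compounds plus 3 SD, cut at about 9.9% in these data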;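 further: uninfected addAB+ strain grown without phage in ampicillin broth; 0% = DMSO wells and 100% = ciprofloxacin 0.95 µg/ml wells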
PKA-R2B act = activates the human PKA-R2B holoenzyme complex; hit rate 0.079% among 340,000; P22694+P31323; activation, % at 11.4 µM; PKA-R2B holoenzyme dissociation, Cy5-IP20 fluorescence polarization; R2B truncated from residue 108, S112A mutant; 0% DMSO only, 100% 113 µM cGMP; AID 504700;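 active means activation above a cutoff set at the mean over all compounds plus 3 SD, cut at about 18% in these data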;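 further: higher means more holoenzyme dissociation and a rise in polarization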
Target sequence (P31323 whole entry, looked up, other chains not shown, the tested form may be a part): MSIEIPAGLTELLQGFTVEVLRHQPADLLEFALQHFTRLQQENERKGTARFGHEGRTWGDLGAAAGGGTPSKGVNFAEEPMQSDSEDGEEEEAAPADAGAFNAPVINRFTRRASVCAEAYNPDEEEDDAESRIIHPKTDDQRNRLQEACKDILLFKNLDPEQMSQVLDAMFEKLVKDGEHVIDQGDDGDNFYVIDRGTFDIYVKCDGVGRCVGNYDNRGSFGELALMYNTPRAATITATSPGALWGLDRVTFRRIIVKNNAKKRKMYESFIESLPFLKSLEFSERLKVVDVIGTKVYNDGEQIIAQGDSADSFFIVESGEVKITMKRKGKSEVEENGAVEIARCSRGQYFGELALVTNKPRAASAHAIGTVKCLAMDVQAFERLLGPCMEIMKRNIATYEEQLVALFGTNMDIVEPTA
MOR-DOR ag = agonists of human mu-delta opioid receptor heterodimerization; P35372+P41143; cells, OPRM1-OPRD1 heterodimerization, luminescence; activation, % at 9.3 µM; hit rate 0.3% among 340,000; AID 504326; in the data active means activation above about 18%;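 further: 0% = vehicle-treated cells and 100% = reference agonist; values of inactives mirror those of a sister screen read the other way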
phage Ecoli inh = E. coli growth loss with phage present; growth absorbance; inhibition, % at 11.9 µM; hit rate 0.26% among 360,000; AID 651602; in the data active means inhibition above about 11%
AddAB inh = less growth of phage-infected E. coli with AddAB | E. coli expressing H. pylori AddAB, absorbance growth | inhibition, % at 11.9 µM | hit rate 0.29% among 330,000; in the data active means inhibition above about 12%;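 further: 0% = vehicle wells of infected cells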
Tat transport = inhibitors of E. coli Tat protein transport; hit rate 0.036% among 340,000; E. coli MC4100 TorA-mCherry Tat export, fluorescence; inhibition, % at 10 µM;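 active means mean replicate inhibition at least 50% and at least half of replicates individually reaching 50%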;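 further: exported cargo escapes ClpAP degradation while cytoplasmic cargo is degraded and loses fluorescence; 0% = median of neutral control wells and 100% = median of NaSCN control wells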
HTR5A inv ag = HTR5A inverse agonism, opioid heterodimer counter-screen; HTR5A cell line, luminescence; inhibition, % at 9.3 µM; hit rate 0.083% among 340,000; in the data active means inhibition mostly above about 23%, no sharp cut-off; inactive means mostly below about 18%;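 further: 0% = cells with DMSO and 100% = no-cell wells with DMSO; some compounds called inactive have numbers as strong as hits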
Target sequence (P47898 whole entry, looked up): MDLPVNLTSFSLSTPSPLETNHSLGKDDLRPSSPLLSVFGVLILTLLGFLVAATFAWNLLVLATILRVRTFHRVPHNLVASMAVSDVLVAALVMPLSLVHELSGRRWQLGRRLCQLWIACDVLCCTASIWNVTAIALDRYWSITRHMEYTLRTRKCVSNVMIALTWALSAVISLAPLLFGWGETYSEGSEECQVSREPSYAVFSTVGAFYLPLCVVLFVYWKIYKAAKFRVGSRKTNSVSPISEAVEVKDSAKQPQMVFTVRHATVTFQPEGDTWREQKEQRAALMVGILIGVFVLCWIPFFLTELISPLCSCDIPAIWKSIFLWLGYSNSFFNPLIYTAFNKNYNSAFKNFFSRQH
Mot1-301 SUMO = blocks SUMOylation pathway, rescuing yeast Mot1-301 growth | S. cerevisiae Mot1-301 growth rescue, ATP luminescence, 38.5C; percent above DMSO median, 100 means doubled | growth rescue, % at 18.8 µM | hit rate 1% among 320,000 | AID 2716;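 active means every valid replicate shows activation above 250% relative to neutral control wells; inactive means the rest, any valid replicate at or below 250%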;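 further: OY570 slx delta 5 strain wells were the positive control but not used for scaling; some compounds called inactive have numbers as strong as hits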
PfHsp90 set2 = inhibits growth of yeast expressing Plasmodium falciparum Hsp90; S. cerevisiae expressing PfHsp90, BacTiter-Glo ATP, 48 h; yeast lacking PDR1 and PDR3 efflux regulators; inhibition, % at 9.4 µM; hit rate 0.32% among 310,000; AID 504621;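 active means every replicate shows inhibition above about 80%, whatever the replicate mean, limit read from the data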;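 further: 0% = DMSO neutral controls and 100% = 20 µM radicicol positive controls; yeast relying on Plasmodium falciparum Hsp90 in place of its own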
An asterisk follows results filed as active.

Results for CC(=O)NCC1(O)CCCC(C)C1 (stereo unspecified) ?
OPRM1-OPRD1 inv: 5; PKA-R1A activ: 8; Ecoli viability: -1.8; PKA-R2B act: 4; MOR-DOR ag: -1.0; phage Ecoli inh: 0.9; AddAB inh: -1.4; Tat transport: -6; HTR5A inv ag: -52; Mot1-301 SUMO: 0; PfHsp90 set2: 17

Results for CC1CCCC(C)N1CCCNC(=O)c1cc2c(=O)n(C)c3ccccc3c2n1C (stereo unspecified) ?
OPRM1-OPRD1 inv: 11; PKA-R1A activ: 3; Ecoli viability: -2.1; PKA-R2B act: -1; MOR-DOR ag: -2.2; phage Ecoli inh: 2.0; AddAB inh: 3.5; Tat transport: -2; HTR5A inv ag: 6; Mot1-301 SUMO: 15; PfHsp90 set2: -12

What do the screens show for `Cc1ccc(C)c(C(=O)CN2C(=O)c3ccccc3C2=O)c1`?
OPRM1-OPRD1 inv: 15; PKA-R1A activ: -2; Ecoli viability: 0.1; PKA-R2B act: -7; MOR-DOR ag: -2.9; phage Ecoli inh: -1.1; AddAB inh: 2.5; Tat transport: 2; HTR5A inv ag: -9; Mot1-301 SUMO: -1; PfHsp90 set2: -4

How did C/C(=N\NC(=O)CSc1nc2ccccc2o1)c1ccc(O)cc1 do in these assays?
OPRM1-OPRD1 inv: 16; PKA-R1A activ: 0; Ecoli viability: 0.0; PKA-R2B act: -5; MOR-DOR ag: -3.4; phage Ecoli inh: 3.2; AddAB inh: -1.0; Tat transport: -3; HTR5A inv ag: 9; Mot1-301 SUMO: 60; PfHsp90 set2: 6

Results for COc1ccc(N2CCN(S(=O)(=O)c3ccc(C(=O)NC4CCCC4)cc3)CC2)cc1 ?
OPRM1-OPRD1 inv: -7; PKA-R1A activ: -10; Ecoli viability: -0.2; PKA-R2B act: 1; MOR-DOR ag: 1.2; phage Ecoli inh: 2.2; AddAB inh: 0.0; Tat transport: 2; HTR5A inv ag: -1; PfHsp90 set2: 2

Results for COc1cc(NC(=O)COC(=O)CC2CC3CCC2C3)cc(OC)c1 (stereo unspecified) ?
OPRM1-OPRD1 inv: -21; PKA-R1A activ: 3; Ecoli viability: -1.1; PKA-R2B act: -2; MOR-DOR ag: 4.2; phage Ecoli inh: 3.7; AddAB inh: -0.3; Tat transport: 6; HTR5A inv ag: -3; Mot1-301 SUMO: 12; PfHsp90 set2: -33

What do the screens show for `O=C(CSc1nc(-c2ccc(F)cc2)cc(C(F)(F)F)n1)Nc1ccc2c(c1)OCO2`?
OPRM1-OPRD1 inv: 0; PKA-R1A activ: -7; Ecoli viability: -0.5; PKA-R2B act: 1; MOR-DOR ag: -0.1; phage Ecoli inh: -0.5; AddAB inh: 1.8; Tat transport: -24; HTR5A inv ag: -1; Mot1-301 SUMO: -2; PfHsp90 set2: -5

Results for COc1cccc(N2CCN(c3ncnc4c3cnn4-c3ccc(C)cc3C)CC2)c1 ?
OPRM1-OPRD1 inv: -130; PKA-R1A activ: 2; Ecoli viability: 1.4; PKA-R2B act: 4; MOR-DOR ag: 23*; phage Ecoli inh: 1.8; AddAB inh: -0.8; Tat transport: 8; HTR5A inv ag: 4; Mot1-301 SUMO: 10; PfHsp90 set2: 2

What do the screens show for `COCCn1c(C)cc(C(=O)CN2C(=O)NC3(CCCCCCC3)C2=O)c1C`?
OPRM1-OPRD1 inv: 2; PKA-R1A activ: 10; Ecoli viability: 2.5; PKA-R2B act: -11; MOR-DOR ag: -0.4; phage Ecoli inh: 2.5; AddAB inh: 0.7; Tat transport: -7; HTR5A inv ag: 3; Mot1-301 SUMO: 667*; PfHsp90 set2: 10

How did CCOC(=O)c1sc2c(c1C)C(c1cccs1)C1=C(CCCC1=O)N2 (stereo unspecified) do in these assays?
OPRM1-OPRD1 inv: 0; PKA-R1A activ: -3; Ecoli viability: 0.8; PKA-R2B act: -9; MOR-DOR ag: 0.0; phage Ecoli inh: 3.9; AddAB inh: 0.2; Tat transport: 1; HTR5A inv ag: 4; Mot1-301 SUMO: 2; PfHsp90 set2: 14

What do the screens show for `O=C(NCCCl)Nc1cccc(Br)c1`?
OPRM1-OPRD1 inv: 1; PKA-R1A activ: 4; Ecoli viability: -1.4; PKA-R2B act: 0; MOR-DOR ag: -0.1; phage Ecoli inh: 4.2; AddAB inh: 2.9; Tat transport: -1; HTR5A inv ag: -6; Mot1-301 SUMO: 14; PfHsp90 set2: 8

How did COc1cccc(OCCSc2nnc3sc4ccccc4n23)c1 do in these assays?
OPRM1-OPRD1 inv: 7; PKA-R1A activ: -8; Ecoli viability: -2.3; PKA-R2B act: 1; MOR-DOR ag: -1.3; phage Ecoli inh: 1.6; AddAB inh: 0.0; Tat transport: -3; HTR5A inv ag: -10; Mot1-301 SUMO: 60; PfHsp90 set2: -7

What do the screens show for `N#CCO/N=C(\c1ccccc1)c1ccncc1`?
OPRM1-OPRD1 inv: 11; PKA-R1A activ: -2; Ecoli viability: 1.5; PKA-R2B act: 0; MOR-DOR ag: -2.1; phage Ecoli inh: 3.6; AddAB inh: 3.3; Tat transport: 5; HTR5A inv ag: -13; Mot1-301 SUMO: -5; PfHsp90 set2: 0

What do the screens show for `CCCCC(=O)Nc1ccc(C(=O)NNC(=O)c2ccco2)cc1`?
OPRM1-OPRD1 inv: 5; PKA-R1A activ: -10; Ecoli viability: 1.3; PKA-R2B act: -4; MOR-DOR ag: -0.9; phage Ecoli inh: 1.0; AddAB inh: 3.2; Tat transport: -1; HTR5A inv ag: 7; Mot1-301 SUMO: 8; PfHsp90 set2: 3

What do the screens show for `COC(=O)c1cc(CN2CCN(c3ccccc3C)CC2)ccc1O`?
OPRM1-OPRD1 inv: -21; PKA-R1A activ: 0; Ecoli viability: -2.3; PKA-R2B act: 2; MOR-DOR ag: 4.0; phage Ecoli inh: 5.1; AddAB inh: -0.5; Tat transport: 5; HTR5A inv ag: 14; Mot1-301 SUMO: 19; PfHsp90 set2: -2

What do the screens show for `CC(=O)Nc1nc(C)nc(-c2ccccc2)c1C(C)=O`?
OPRM1-OPRD1 inv: 16; PKA-R1A activ: 3; Ecoli viability: 1.4; PKA-R2B act: 0; MOR-DOR ag: -2.7; phage Ecoli inh: 1.8; AddAB inh: 6.0; Tat transport: -6; HTR5A inv ag: -29; Mot1-301 SUMO: -10; PfHsp90 set2: -2

Results for CCOC(=O)c1sc(NC(=O)CSc2nccc(C)n2)c(C#N)c1C ?
OPRM1-OPRD1 inv: 11; PKA-R1A activ: 3; Ecoli viability: -2.6; PKA-R2B act: -13; MOR-DOR ag: -1.9; phage Ecoli inh: 1.9; AddAB inh: 4.1; Tat transport: -2; HTR5A inv ag: -9; Mot1-301 SUMO: 4; PfHsp90 set2: -17

What do the screens show for `CCOc1ccc(N2CC(C(=O)Nc3cccc(S(=O)(=O)N4CCCC4)c3)CC2=O)cc1` (stereo unspecified)?
OPRM1-OPRD1 inv: 2; PKA-R1A activ: -5; Ecoli viability: -0.7; PKA-R2B act: -13; MOR-DOR ag: -0.3; phage Ecoli inh: 2.4; AddAB inh: 0.5; Tat transport: -8; HTR5A inv ag: 11; Mot1-301 SUMO: -20; PfHsp90 set2: -5

What do the screens show for `COc1cc(NC(=O)CCN2CCN(CCO)CC2)cc(OC)c1`?
OPRM1-OPRD1 inv: 6; PKA-R1A activ: 0; Ecoli viability: -1.8; PKA-R2B act: 1; MOR-DOR ag: -1.2; phage Ecoli inh: 1.5; AddAB inh: -1.9; Tat transport: 7; HTR5A inv ag: -3; Mot1-301 SUMO: 9; PfHsp90 set2: 18

How did COc1cc(C)c(S(=O)(=O)NC2CC(C)(C)NC(C)(C)C2)cc1C do in these assays?
OPRM1-OPRD1 inv: -5; PKA-R1A activ: 6; Ecoli viability: -2.4; PKA-R2B act: 2; MOR-DOR ag: 0.9; phage Ecoli inh: 0.8; AddAB inh: 1.1; Tat transport: -2; HTR5A inv ag: -4; Mot1-301 SUMO: -16; PfHsp90 set2: -6

How did CCCCCN(C(=O)CCC(=O)OCc1cc(C(C)=O)ccc1OC)c1c(N)n(CCCC)c(=O)[nH]c1=O do in these assays?
OPRM1-OPRD1 inv: -6; PKA-R1A activ: -4; Ecoli viability: -2.5; PKA-R2B act: -7; MOR-DOR ag: 0.8; phage Ecoli inh: 0.5; AddAB inh: 5.2; Tat transport: 6; HTR5A inv ag: -3; Mot1-301 SUMO: -23; PfHsp90 set2: -7

How did COc1ccc(C)cc1S(=O)(=O)N(C)CC(N)=O do in these assays?
OPRM1-OPRD1 inv: -1; PKA-R1A activ: 9; Ecoli viability: 1.8; PKA-R2B act: 8; MOR-DOR ag: 0.1; phage Ecoli inh: 0.9; AddAB inh: 5.0; Tat transport: 0; HTR5A inv ag: -9; Mot1-301 SUMO: 13; PfHsp90 set2: 9

How did CSc1cccc(NC(=O)c2ccc(Cl)nc2)c1 do in these assays?
OPRM1-OPRD1 inv: 0; PKA-R1A activ: -6; Ecoli viability: -0.7; PKA-R2B act: -13; MOR-DOR ag: 0.0; phage Ecoli inh: 3.7; AddAB inh: 0.3; Tat transport: 3; HTR5A inv ag: 11; Mot1-301 SUMO: 0; PfHsp90 set2: 7

Results for Cc1cc(NC(=O)Cc2cccs2)nn1CC(=O)NCc1ccco1 ?
OPRM1-OPRD1 inv: -6; PKA-R1A activ: -5; Ecoli viability: 3.4; PKA-R2B act: 4; MOR-DOR ag: 1.3; phage Ecoli inh: 2.1; AddAB inh: 2.7; Tat transport: -4; HTR5A inv ag: -9; Mot1-301 SUMO: -12; PfHsp90 set2: 0

How did O=C1CCCN1CCC1CCN(C(=S)Nc2ccc(F)cc2)CC1 do in these assays?
OPRM1-OPRD1 inv: 9; PKA-R1A activ: 3; Ecoli viability: -0.7; PKA-R2B act: -6; MOR-DOR ag: -2.0; phage Ecoli inh: 3.4; AddAB inh: 1.8; Tat transport: -3; HTR5A inv ag: 18; Mot1-301 SUMO: 22; PfHsp90 set2: -6

How did O=C(NN=C1CCCCCCC1)C(=O)NC1CCCCC1 do in these assays?
OPRM1-OPRD1 inv: 8; PKA-R1A activ: -1; Ecoli viability: -0.3; PKA-R2B act: -1; MOR-DOR ag: -1.4; phage Ecoli inh: 0.9; AddAB inh: -0.8; Tat transport: 2; HTR5A inv ag: -3; Mot1-301 SUMO: 10; PfHsp90 set2: 8

Results for Cc1nc2ccccn2c1C(=O)N/N=C/c1cc(C)n(-c2ccc(Cl)cc2)c1C ?
OPRM1-OPRD1 inv: 5; PKA-R1A activ: -3; Ecoli viability: -1.3; PKA-R2B act: -5; MOR-DOR ag: -1.0; phage Ecoli inh: 4.6; AddAB inh: 1.7; Tat transport: 0; HTR5A inv ag: 8; Mot1-301 SUMO: 13; PfHsp90 set2: -37
